Bioassay records (PubChem)
Mdm2-MdmX inh – inhibitors of human Mdm2/MdmX interaction; hit rate 3% among 330,000; O15151+Q00987; SaOS-2 split-luciferase Mdm2/MdmX complementation, luminescence; inhibition, % at 8 µM;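 active = inhibition of at least 50% at 8 µM in the primary screen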
Target sequence (O15151 whole entry, looked up): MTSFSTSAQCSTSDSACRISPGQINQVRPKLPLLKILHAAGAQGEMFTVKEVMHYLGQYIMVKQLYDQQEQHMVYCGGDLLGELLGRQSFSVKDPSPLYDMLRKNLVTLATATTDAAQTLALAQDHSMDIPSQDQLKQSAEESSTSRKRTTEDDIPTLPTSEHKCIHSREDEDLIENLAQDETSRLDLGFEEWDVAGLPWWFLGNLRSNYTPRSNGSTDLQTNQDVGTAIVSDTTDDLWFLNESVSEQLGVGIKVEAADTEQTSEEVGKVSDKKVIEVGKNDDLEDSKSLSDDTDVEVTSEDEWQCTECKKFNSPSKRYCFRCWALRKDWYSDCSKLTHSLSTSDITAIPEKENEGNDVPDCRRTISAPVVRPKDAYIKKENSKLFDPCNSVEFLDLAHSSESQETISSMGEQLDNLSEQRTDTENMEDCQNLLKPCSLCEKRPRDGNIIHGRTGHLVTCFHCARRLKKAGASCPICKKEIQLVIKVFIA
Target sequence (Q00987 whole entry, looked up): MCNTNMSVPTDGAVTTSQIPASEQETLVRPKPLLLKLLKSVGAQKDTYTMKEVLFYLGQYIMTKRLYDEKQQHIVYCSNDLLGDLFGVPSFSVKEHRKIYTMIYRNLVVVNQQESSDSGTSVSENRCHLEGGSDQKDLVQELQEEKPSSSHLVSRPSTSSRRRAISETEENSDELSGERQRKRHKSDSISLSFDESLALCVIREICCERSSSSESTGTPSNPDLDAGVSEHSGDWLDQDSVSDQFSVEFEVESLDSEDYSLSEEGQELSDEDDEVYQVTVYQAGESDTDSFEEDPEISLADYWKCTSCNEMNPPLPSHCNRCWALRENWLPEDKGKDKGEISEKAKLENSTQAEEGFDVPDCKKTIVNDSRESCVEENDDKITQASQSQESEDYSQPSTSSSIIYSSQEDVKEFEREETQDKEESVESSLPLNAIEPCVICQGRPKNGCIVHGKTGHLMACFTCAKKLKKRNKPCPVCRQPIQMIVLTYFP
UPR CHOP act – apoptotic UPR (CHOP) activation | hit rate 0.34% among 330,000 | CHO-CHOP luciferase reporter, luminescence; percent of tunicamycin response over DMSO baseline | AID 449763 | activation, % at 10 µM;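 active = at 10 µM dose, activation of 40% or more, normalized to positive control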;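 note: 100% = tunicamycin at 10 µg/mL and 0% = DMSO alone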
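Assay system: CHO cells with stable CHOP pathway luciferase reporter; Buffer or medium: F12 plus 10% serum; Times: 16-18 h cell attachment, then 6 h compound exposure, 37 °C; Signal: luciferase luminescence; Read-out basis: percent activation relative to tunicamycin control; Control set: tunicamycin high control, DMSO low control.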
EBI2 antag – antagonists of human EBI2 receptor. EBI2 beta-arrestin recruitment, luminescence, 7a,25-OHC stimulated. P32249. inhibition, % at 5 µM. AID 651636. hit rate 0.81% among 360,000; in the data active = inhibition above about 38%;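 note: enzyme fragment complementation signal reports receptor beta-arrestin coupling in cells; 0% = agonist plus DMSO wells and 100% = wells without agonist; some results beyond the cut were filed as inactive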
697 NFkB inh – lowers PMA/ionomycin-induced NF-kB signal in 697 B cells; inhibition, % at 4 µM; 697 B-cell NF-kB luciferase reporter, 16 h; hit rate 0.33% among 330,000; in the data active = inhibition above about 35%
CXCR6 inh – blocks human CXCR6 beta-arrestin recruitment; inhibition, % at 20 µM; CHO-K1 PathHunter CXCR6 beta-arrestin, luminescence; AID 602244; hit rate 0.36% among 360,000; in the data active = inhibition above about 34%, passing the limit was not always enough;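 note: antagonist mode with CXCL16 agonist at 10 nM final; 0% = 10 nM CXCL16 with DMSO and 100% = unstimulated wells without agonist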
Gli-Sufu block – Gli-Sufu pathway antagonism; inhibition, % at 5 µM; Sufu-KO-LIGHT fibroblasts, Gli luciferase reporter luminescence; hit rate 0.74% among 340,000;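 active = inhibition above about 55%, limit read from the data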;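 note: 0% = DMSO-treated cells and 100% = wells with medium but no cells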
XBP1 UPR activ – adaptive UPR (XBP1) activation; CHO-XBP1 luciferase reporter, IRE1-XBP1 UPR activation, luminescence; percent of tunicamycin response, DMSO as zero; activation, % at 20 µM; hit rate 0.33% among 330,000;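 active = versus positive control, 20 µM dose yields 30% or more activation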;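 note: 100% = tunicamycin at 10 µg/mL and 0% = DMSO only wells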
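Material: CHO cell line with stable XBP1 luciferase reporter; schedule: 16-18 h cell attachment at 37 °C, then 6 h compound exposure; signal: glow luminescence from Steady-Glo reagent; medium: serum-containing F12 medium, 10% FBS; benchmarks: tunicamycin 10 µg/mL and vehicle-only wells; read-out: percent activation relative to tunicamycin reference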
CCR6 antagonist – blocks CCL20-driven beta-arrestin recruitment at human CCR6; P51684; CHO-K1 CCR6 PathHunter beta-arrestin, luminescence, CCL20-stimulated; inhibition, % at 20 µM; hit rate 0.49% among 340,000;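 active = compounds whose inhibition of the agonist-driven luminescence signal at 20 µM reaches about 50%, limit read from the data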;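 note: cells stimulated with CCL20 at 14 nM final; plate controls were DMSO with CCL20 for no effect and DMSO without agonist for full effect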
Jurkat NFkB inh – lowers PMA/ionomycin-induced NF-kB signal in Jurkat cells; PMA/ionomycin-induced NF-kB luciferase reporter, luminescence; inhibition, % at 4 µM; hit rate 0.53% among 330,000; AID 435003; in the data active = inhibition above about 50%
* hit, by the source's call; x = no result given.

Results follow in this order: UPR CHOP act, CCR6 antagonist, XBP1 UPR activ, Jurkat NFkB inh, Mdm2-MdmX inh, CXCR6 inh, 697 NFkB inh, Gli-Sufu block, EBI2 antag
COCCN(C(=O)CC1OC(=O)c2ccccc21)c1c(N)n(Cc2ccccc2)c(=O)[nH]c1=O (stereo unspecified)
    -0.3, 9, 2, 2, -13, 9, 13, -2, 7
CCOc1ccc(OCc2ccc(C(=O)Nc3cccnc3)cc2)cc1
    -3.0, -3, -5, -6, -33, 5, -89, -71, -4
CCC(=O)N1CCN(c2ccc(NC(=S)NC(=O)C(C)C)cc2)CC1
    -1.4, -8, 0, 10, -14, -10, 1, -2, 7
COc1ccc(F)cc1S(=O)(=O)N1CCCCC1
    1.2, 13, -2, 0, -13, 0, -9, 8, -10
Cc1ccccc1NC(=O)C1CCN(C2=NS(=O)(=O)c3ccccc32)CC1
    0.6, 8, 5, 0, 15, 0, 11, -3, 7
CCC1CCCCN1C(=O)COc1ccc2c3c(c(=O)oc2c1)CCC3 (stereo unspecified)
    -2.4, -7, -1, 0, 18, -10, 23, 13, -17
c1ccc(-c2nn3c(-c4ccccc4)nnc3s2)cc1
    -1.1, 2, 2, -9, -19, 10, 2, 1, 2
O=C(Nc1cc([N+](=O)[O-])ccc1N1CCCC1)c1cccs1
    0.3, 13, -5, 5, 22, 18, -26, 4, -6
CC1CCC2(CC1)NC(=O)N(CC(=O)c1ccc(Cl)s1)C2=O (stereo unspecified)
    1.1, 14, -4, -16, 21, -7, -1, -10, -9
O=C(CN(CCc1ccccc1)S(=O)(=O)c1ccc(Cl)cc1)N/N=C/c1ccccc1C(=O)O
    0.5, -4, 0, 11, 21, -6, 5, -6, 0
Cc1ccc2nc(N3C(=O)C(O)=C(C(=O)c4cc5ccccc5o4)C3c3cccs3)sc2c1 (stereo unspecified)
    4.6, 37, 2, -141, -97, 7, -247, -49, 42
O=C(CC1C(=O)NCCN1Cc1ccccc1)NCCC1=CCCCC1 (stereo unspecified)
    1.5, 2, -3, -1, 21, 4, -2, 7, -12
Clc1cccc(Cl)c1/C=C/c1nc2ccccc2[nH]1
    3.0, -4, 4, -159, -172, -5, -111, -74, 13
COc1cc2c(cc1OC)C(C(=O)NCC1COc3ccccc3O1)C(c1cccnc1)N(C)C2=O (stereo unspecified)
    0.9, 5, -2, 5, 7, x, 26, 8, x
Cc1ccc(C(=O)COC(=O)c2ccccc2NC(=O)c2ccccc2)cc1[N+](=O)[O-]
    0.1, -3, -2, -7, -15, 13, -11, -5, 1
CCOC(=O)Cn1c(CN(C)Cc2ccccc2)nc2c1c(=O)n(C)c(=O)n2C
    -1.0, 1, -2, 4, -26, -1, -30, 26, 1
CCOC(=O)c1c[nH]c2c(C(F)(F)F)cccc2c1=O
    0.6, -7, -3, 8, -9, 5, 3, -8, 9
O=S(=O)(/N=C/c1ccccc1O)c1cccs1
    0.1, -9, -4, -7, 32, 3, 6, 6, 5
N#Cc1ccccc1OCC(=O)N1CCN(C(=O)c2ccco2)CC1
    2.1, 19, -2, 1, 31, -4, 12, -12, -7
CCN(CC)c1cc(C)c2cc(NC(=O)c3ccc(Br)o3)ccc2n1
    3.6, 9, 6, -1, 24, -4, -11, 18, 14
O=C(c1c[nH]c(C(=O)C(Cl)(Cl)Cl)c1)c1ccc(F)cc1F
    -0.7, 11, -1, 18, 15, -1, 10, -3, 1
O=C(COc1ccc(F)cc1)N1CCCc2ccccc21
    4.7, 0, -3, -3, -14, -7, -3, -6, 1
CCSc1nnc(NC(=O)Cc2ccccc2OC)s1
    1.5, 8, 0, 0, -7, 2, 4, -2, 4
CCN1CCC(NC(=O)Nc2cccc(C(F)(F)F)c2)CC1
    -1.6, 2, 1, 0, 8, -1, 1, 2, 1
CC(=O)N/N=C(\C)c1cccc(NC(=O)c2cccs2)c1
    0.6, 8, -2, -9, 13, 1, 11, 5, -2
Cc1noc(C)c1COc1ccccc1C(=O)N(C)CC(=O)Nc1cccc(F)c1
    -0.2, 6, 0, 5, 6, 6, -5, 9, 11
Cc1ccc2cc(CCNS(=O)(=O)c3ccc(F)cc3)c(=O)[nH]c2c1
    -1.2, 10, 0, -6, 7, 0, -5, 5, -1
CCOC(=O)C1=c2/c(=C/c3ccccc3OC)c(N)c(C#N)n2C(=O)C(c2ccccc2OC)S1 (stereo unspecified)
    2.2, x, 1, 8, 15, x, 16, x, x
Cc1ccc(S(=O)(=O)Oc2ccc(/C=C(/NC(=O)c3ccccc3)C(=O)NC(C)C(=O)O)cc2)cc1 (stereo unspecified)
    2.3, 2, -4, 12, 6, 8, 10, -3, 0
CC1CCCCC12NC(=O)N(CC(=O)Nc1sc3c(c1C(N)=O)CCC3)C2=O (stereo unspecified)
    -1.4, 21, -1, 0, 20, -2, 13, 1, 4

An excerpt from above in order of the CXCR6 inh value, ascending.
canonical_smiles	CXCR6 inh
CCC(=O)N1CCN(c2ccc(NC(=S)NC(=O)C(C)C)cc2)CC1	-10
CCOC(=O)Cn1c(CN(C)Cc2ccccc2)nc2c1c(=O)n(C)c(=O)n2C	-1
Cc1ccc2nc(N3C(=O)C(O)=C(C(=O)c4cc5ccccc5o4)C3c3cccs3)sc2c1 (stereo unspecified)	7
O=C(Nc1cc([N+](=O)[O-])ccc1N1CCCC1)c1cccs1	18

More structures:
Results follow in this order: UPR CHOP act, CCR6 antagonist, XBP1 UPR activ, Jurkat NFkB inh, Mdm2-MdmX inh, CXCR6 inh, 697 NFkB inh, Gli-Sufu block, EBI2 antag
COc1ccc(CCC(C)N2CCOCC2)cc1 (stereo unspecified)
    3.4, -6, -5, -4, 0, -6, -10, 10, 1
COc1cccc(Nc2ccc(Nc3cccc(OC)c3)nn2)c1
    0.8, 14, 0, 2, 24, -7, -14, 3, 20
COc1ccc2oc(C(=O)N3CCN(S(=O)(=O)c4cccc([N+](=O)[O-])c4)CC3)c(C)c2c1
    -0.1, -7, -4, 17, 24, -10, 17, 13, 28
O=C(Nc1ccc(-c2nc3ccccc3s2)c(O)c1)C1=COCCO1
    3.4, 19, 8, -242, -47, -2, -335, -75, -2
CC(C)CCn1nnnc1C(c1ccccc1)N1CCN(C)CC1 (stereo unspecified)
    -0.1, 2, 1, -1, -8, -2, 15, -1, -3
CN(Cc1c(C(=O)N/N=C/c2ccccc2F)nnn1-c1nonc1N)c1ccccc1
    -2.7, 6, -3, 12, 11, -2, 3, 4, -10
CCC(=O)c1ccc(OCc2ccccc2)c(OC)c1
    1.9, 15, 3, -85, -79, -5, -97, 4, 0
CC1CCN(C(=O)/C(=C\c2cccs2)NC(=O)c2ccccc2)CC1
    5.0, 5, -3, 2, 29, 6, -34, -11, 5
OCCNc1nc(Nc2ccccc2OC(F)(F)F)nc(N2CCCC2)n1
    -0.3, 13, -1, 10, -2, 6, 10, 16, 11
COCc1c(C(=O)OCC(=O)NCCc2ccc(S(N)(=O)=O)cc2)oc2ccccc12
    -2.8, 1, -3, 3, 21, 2, 17, 3, -14
COc1ccc(Cl)cc1NC(=S)NNC(=O)CC(C)C
    -0.3, 24, 3, 8, -5, 6, 8, 3, -3
Cc1cc(C)cc(OCC(O)CN2CC(C)OC(C)C2)c1 (stereo unspecified)
    2.1, 2, -5, 11, -11, 2, 5, -11, 11
COC(=O)CCC(=O)Nc1c(C)n(C)n(-c2ccccc2)c1=O
    0.7, 5, 0, -5, -5, 3, -13, -5, -3
CN(C(=O)NC1CC(=O)N(c2ccc3c(c2)OCCO3)C1)c1ccccc1 (stereo unspecified)
    -1.3, 7, -1, -3, 7, 3, 19, -12, 6
O=C(c1ccc(-n2cncn2)c([N+](=O)[O-])c1)N1CCN(S(=O)(=O)c2ccccc2Br)CC1
    2.8, -4, 0, 24, 17, -14, 0, 11, 14
COc1ccc(NC(=O)c2ccc(-c3nn(C)c(=O)c4ccccc34)cc2)cc1C(N)=O
    6.6, 1, -1, 17, -7, -4, 9, 6, 7
COc1cccc(CN(C)C(=O)C23CC4CC(CC(NC(C)=O)(C4)C2)C3)c1OC
    1.7, -1, -2, -2, 15, -7, 16, -13, -4
COC(=O)C1C(=O)C(C(=O)c2ccccc2)C(=O)CC1(C)C (stereo unspecified)
    0.9, -4, -6, -31, -8, 0, -53, -9, 2
Cc1ccc(CC(=O)Nc2cc(C)on2)cc1
    0.0, 8, -2, 4, 9, -2, 0, -30, 0
NNC(=S)Nc1ccc(S(=O)(=O)N2CCCCC2)cc1
    1.6, 2, 4, 15, 13, -10, 7, -6, 44*
CCCCN(C(=O)C1CCC1)c1c(N)n(CC(C)C)c(=O)[nH]c1=O
    -2.1, 2, -2, 2, 29, -21, 21, -3, 5
N=c1c(C(=O)NCCc2ccccc2)cc2c(=O)n3ccccc3nc2n1Cc1ccco1
    2.4, 34, 15, 36, 49, 22, -13, 23, 25
CC(=O)Nc1cccc(C(=O)N2CCN(Cc3ccccc3)CC2)c1
    -1.2, 2, -3, 0, 5, -8, 8, -1, -2
O=C(CCc1ccccc1)NC1(Cc2ccccc2)CCN(CCc2cccs2)C1=O (stereo unspecified)
    2.0, 5, -3, -3, 22, 2, 6, 0, 1
O=C(NCCOc1ccccc1Cl)c1ncn[nH]1
    -0.2, 1, 0, 7, -5, -8, 8, -18, -5
CCN(C(=O)CSc1ccc2ccccc2n1)C1CCS(=O)(=O)C1 (stereo unspecified)
    -0.4, -2, -1, 6, -12, -4, 14, -1, -11
O=C(O)C1(P(=O)(c2ccccc2)c2ccccc2)CCC1
    -1.2, 16, 0, -4, -4, -6, -5, 15, -4
O=C(c1ccc(Br)cc1)c1coc2ccc(O)cc12
    4.4, -8, 2, -98, -98, -13, -138, -2, 8
CN(C)C(=O)N1CCC(C(=O)N2CCCC(C(=O)c3ccc(C(C)(C)C)cc3)C2)CC1 (stereo unspecified)
    1.0, 9, -3, -7, 3, 4, -3, 6, 8

Exported with bars between the fields: 2 of the compounds above
mol | UPR CHOP act | CCR6 antagonist | XBP1 UPR activ | Jurkat NFkB inh | Mdm2-MdmX inh | CXCR6 inh | 697 NFkB inh | Gli-Sufu block | EBI2 antag
CCC1CCCCN1C(=O)COc1ccc2c3c(c(=O)oc2c1)CCC3 (stereo unspecified) | -2.4 | -7 | -1 | 0 | 18 | -10 | 23 | 13 | -17
N=c1c(C(=O)NCCc2ccccc2)cc2c(=O)n3ccccc3nc2n1Cc1ccco1 | 2.4 | 34 | 15 | 36 | 49 | 22 | -13 | 23 | 25
